Screening results: PubChem BioAssay, several laboratories
p-CIP stab down: compounds decreasing mouse p/CIP protein stability. Q05BA5. F442A p/CIP-EGFP cells, EGFP fluorescence, 16 h. decrease of EGFP signal, % at 10 µM. 0.01% of 290,000 active;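 active means EGFP signal decrease of at least 30% at 10 µM or well 3 SD below plate mean, unless failing retest; inactive means the rest, including hits failing retest or dose response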; further: some compounds called inactive have numbers as strong as hits; many of its hits are not listed in these tables
VIM-2 inh: blocks Pseudomonas aeruginosa VIM-2 metallo-beta-lactamase; 0.89% of 290,000 active; inhibition, % at 5.6 µM; purified VIM-2, nitrocefin hydrolysis, epi-absorbance fluorescence;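 active means inhibition above the mean of all tested compounds plus 3 SD, cutoff set per screening run, cut at about 7.5% in these data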;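 further: red hydrolysis product quenches plate fluorescence so inhibitors raise well fluorescence; 0% = enzyme with DMSO and 100% = DMSO without enzyme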
PHOSPHO1 inh: blocks human PHOSPHO1 phosphatase activity | Q8TCT1 | 1.1% of 290,000 active | recombinant PHOSPHO1, absorbance phosphatase assay | inhibition, % at 13.3 µM; in the data active means inhibition above about 60%
IDE cell activ: boosts human insulin-degrading enzyme activity in HEK cells; AID 493087; activation, % at 5.96 µM; FAbeta-B cleavage, fluorescence polarization; 0% vehicle, 100% cell-free pure enzyme wells; 0.073% of 340,000 active; P14735;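 active means activation above the mean of all tested compounds plus 3 SD, set per screening campaign, cut at about 17% in these data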
Target sequence (P14735 whole entry, looked up): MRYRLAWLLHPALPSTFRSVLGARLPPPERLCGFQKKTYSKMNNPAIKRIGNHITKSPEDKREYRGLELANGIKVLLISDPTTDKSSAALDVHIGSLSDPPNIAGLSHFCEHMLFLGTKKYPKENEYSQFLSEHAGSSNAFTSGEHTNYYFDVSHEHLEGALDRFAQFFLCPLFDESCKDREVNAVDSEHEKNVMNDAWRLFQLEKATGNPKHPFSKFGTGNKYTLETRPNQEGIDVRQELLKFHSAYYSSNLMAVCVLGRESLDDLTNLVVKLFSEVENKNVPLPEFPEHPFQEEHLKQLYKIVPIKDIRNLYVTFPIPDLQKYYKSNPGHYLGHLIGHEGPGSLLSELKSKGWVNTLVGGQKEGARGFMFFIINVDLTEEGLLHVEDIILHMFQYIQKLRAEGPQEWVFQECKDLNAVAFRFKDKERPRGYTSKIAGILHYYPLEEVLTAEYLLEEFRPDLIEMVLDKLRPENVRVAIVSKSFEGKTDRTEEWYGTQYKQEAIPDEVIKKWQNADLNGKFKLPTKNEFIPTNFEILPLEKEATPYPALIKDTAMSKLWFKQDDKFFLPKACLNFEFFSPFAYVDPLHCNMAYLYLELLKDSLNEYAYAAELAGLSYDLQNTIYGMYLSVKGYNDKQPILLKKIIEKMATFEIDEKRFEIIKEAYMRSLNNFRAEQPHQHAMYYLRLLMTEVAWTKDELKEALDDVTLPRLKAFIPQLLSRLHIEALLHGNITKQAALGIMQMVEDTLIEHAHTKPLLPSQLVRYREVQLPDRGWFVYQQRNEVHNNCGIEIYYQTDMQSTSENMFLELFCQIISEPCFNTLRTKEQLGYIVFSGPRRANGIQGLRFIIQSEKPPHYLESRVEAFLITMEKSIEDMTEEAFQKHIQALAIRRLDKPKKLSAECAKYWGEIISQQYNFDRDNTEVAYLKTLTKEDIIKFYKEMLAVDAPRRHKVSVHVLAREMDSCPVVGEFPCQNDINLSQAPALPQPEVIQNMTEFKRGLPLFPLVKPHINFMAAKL
M18AAP inhibitor: PfM18AAP enzyme inhibition; inhibition, % at 7.35 µM; recombinant PfM18AAP, H-Glu-NHMec fluorogenic cleavage; 1.2% of 290,000 active;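 active means inhibition above the campaign mean inhibition over all tested compounds plus 3 SD, cut at about 28% in these data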;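 further: 0% = plate median of test compound wells and 100% = 2 mM ZnCl2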
NALP1 yeast inh: blocks the NALP1 inflammasome reconstituted in yeast | S. cerevisiae NALP1/ASC/caspase-1 growth, X-gal OD620, 72 h | inhibition, % at 10 µM | 0.61% of 280,000 active | AID 2071; in the data active means inhibition mostly above about 24%, no sharp cut-off; inactive means mostly below about 32%; further: some compounds called inactive have numbers as strong as hits
IMP-1 inh: inhibitors of Pseudomonas aeruginosa IMP-1 metallo-beta-lactamase | AID 1556 | 0.45% of 290,000 active | inhibition, % at 5.6 µM | purified IMP-1, nitrocefin hydrolysis, epi-absorbance fluorescence;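 active means inhibition above the mean plus 3 SD of all compounds in the same screening run, cut at about 4.5% in these data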;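 further: 0% = IMP-1 with DMSO and 100% = DMSO wells lacking enzyme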
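System: purified recombinant IMP-1 beta-lactamase. Medium: Zinc- and detergent-supplemented HEPES buffer, pH 7.1. Compound: one 5.6 µM dose […]. Schedule: 15 min preincubation plus 25 min reaction at 25 °C. Technique: Epi-absorbance fluorescence, 480 nm excitation, 530 nm emission.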
GPR7 antag: human neuropeptides B/W receptor 1 antagonism | 1.1% of 290,000 active | AID 1861 | GPR7-expressing cells, fluorescence antagonist assay | inhibition, % at 4.4 µM; in the data active means inhibition above about 16%, passing the limit was not always enough;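 further: cells stimulated with the agonist NPW; 0% = agonist with vehicle and 100% = vehicle without agonist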
IDE inh: cellular human IDE inhibition; HEK cells, FAbetaB cleavage, fluorescence polarization; 0.41% of 320,000 active; inhibition, % at 5.59 µM; P14735;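 active means percent inhibition above the average of all tested compounds plus 3 SD, set per screening campaign, cut at about 16% in these data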;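 further: IDE supplied by intact live HEK cells; FP after avidin binding of uncleaved biotin substrate so inhibition keeps polarization high; 0% = DMSO wells and 100% = 60 µM reference IDE inhibitor Ii1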
Numbers without * were called inactive.

`O=C(O)CCCC(=O)Nc1cccc(C(=O)Nc2ccccc2C(=O)O)c1` gave p-CIP stab down -13, VIM-2 inh -2.3, PHOSPHO1 inh 14, IDE cell activ 9, M18AAP inhibitor 2, NALP1 yeast inh -4, IMP-1 inh -1.8, GPR7 antag -13 and IDE inh -2.
Screening O=C1CSC(=Nc2cccc([N+](=O)[O-])c2)N1 returned p-CIP stab down -6, VIM-2 inh -1.7, PHOSPHO1 inh 29, IDE cell activ 1, M18AAP inhibitor -7, NALP1 yeast inh 17, IMP-1 inh -1.0, GPR7 antag 1 and IDE inh -2.
For COc1ccc(S(=O)(=O)N2CCOCC2)cc1NC(=O)CN1CCCCCC1 the results were p-CIP stab down -10, VIM-2 inh -6.7, PHOSPHO1 inh 42, IDE cell activ 0, M18AAP inhibitor 4, NALP1 yeast inh -10, IMP-1 inh -3.2, GPR7 antag -1 and IDE inh 0.
`O=C1/C(=C\c2ccc(O)c(O)c2)N=C2CCCCCN12` gave p-CIP stab down 1, VIM-2 inh -3.0, PHOSPHO1 inh 20, IDE cell activ 2, M18AAP inhibitor 65*, NALP1 yeast inh -2, IMP-1 inh -5.5, GPR7 antag -7 and IDE inh 1.
Cc1nnc(NC(=O)c2cccc(F)c2)s1 was read as p-CIP stab down -1, VIM-2 inh -3.1, PHOSPHO1 inh 41, IDE cell activ -5, M18AAP inhibitor -5, NALP1 yeast inh -13, IMP-1 inh -4.2, GPR7 antag -9 and IDE inh -1.
`CCOC(=O)n1c(=O)n(C)c2ccc(Br)cc21` gave p-CIP stab down -6, VIM-2 inh 2.1, PHOSPHO1 inh 12, IDE cell activ 4, M18AAP inhibitor 1, NALP1 yeast inh -4, IMP-1 inh -1.0, GPR7 antag -1 and IDE inh 3.
`COC(=O)C(Cc1cnc(Cl)s1)(C(=O)OC)c1ccccc1[N+](=O)[O-]` gave p-CIP stab down -2, VIM-2 inh -0.3, PHOSPHO1 inh 8, IDE cell activ 4, M18AAP inhibitor 11, NALP1 yeast inh 7, IMP-1 inh -1.1, GPR7 antag 1 and IDE inh -1.
Screening COc1cc(C)c(CNc2cccc(C)c2)cc1C returned p-CIP stab down -7, VIM-2 inh -1.9, PHOSPHO1 inh 20, IDE cell activ 4, M18AAP inhibitor 14, NALP1 yeast inh 1, IMP-1 inh -3.7, GPR7 antag 0 and IDE inh -2.
Screening Cc1cc(C)n2nc(C(=O)Nc3nccs3)nc2n1 returned p-CIP stab down -2, VIM-2 inh -7.8, PHOSPHO1 inh 5, IDE cell activ 6, M18AAP inhibitor 3, IMP-1 inh -1.5, GPR7 antag -11 and IDE inh 1.
For Cc1ccc(CNc2ccc(CNc3ncn[nH]3)cc2)cc1 the results were p-CIP stab down 3, VIM-2 inh -3.2, PHOSPHO1 inh 14, IDE cell activ 0, M18AAP inhibitor 27, NALP1 yeast inh -12, IMP-1 inh -4.7, GPR7 antag 2 and IDE inh 7.
For COc1ccc(OC)c(S(=O)(=O)NC2CCCCC2)c1 the results were p-CIP stab down -23, VIM-2 inh -4.1, PHOSPHO1 inh -5, IDE cell activ -7, M18AAP inhibitor -8, NALP1 yeast inh -4, IMP-1 inh -3.9, GPR7 antag 5 and IDE inh 3.
Screening Cc1cc(C)c(S(=O)(=O)/N=C2/C=C(SCC(=O)O)C(=O)c3ccccc32)cc1C returned p-CIP stab down 12, VIM-2 inh 1.6, PHOSPHO1 inh -18, IDE cell activ -7, M18AAP inhibitor -13, NALP1 yeast inh -2, IMP-1 inh 0.0 and GPR7 antag -13.
Screening Cc1cc(C)c(S(=O)(=O)Nc2ccccc2C(=O)N2CCOCC2)c(C)c1 returned p-CIP stab down 11, VIM-2 inh 0.5, PHOSPHO1 inh 28, IDE cell activ -1, M18AAP inhibitor 10, NALP1 yeast inh 10, IMP-1 inh 0.7, GPR7 antag 14 and IDE inh 1.
Screening CN(C(=O)/C=C/c1ccc2c(c1)OCO2)c1ccccc1 returned p-CIP stab down 5, VIM-2 inh -3.0, PHOSPHO1 inh 2, IDE cell activ 5, M18AAP inhibitor 5, NALP1 yeast inh 8, IMP-1 inh -3.1, GPR7 antag -3 and IDE inh -2.
For Cc1cc(C)nc(NC(=NCCc2c[nH]c3ccccc23)NC(=O)C(C)(C)C)n1 the results were p-CIP stab down 2, VIM-2 inh -2.0, PHOSPHO1 inh -41, IDE cell activ 7, M18AAP inhibitor 2, IMP-1 inh -3.7, GPR7 antag -5 and IDE inh 11.
CC(C)(C)NC(=S)NCCc1ccccc1 was read as p-CIP stab down -13, VIM-2 inh -2.5, PHOSPHO1 inh 9, IDE cell activ 0, M18AAP inhibitor -1, NALP1 yeast inh 30, IMP-1 inh -3.5, GPR7 antag -3 and IDE inh 3.
Screening CCOC(=O)c1sc(NC(=O)Cn2nnc3sc4c(c3c2=O)CCC(C(C)(C)C)C4)nc1C (stereo not drawn) returned p-CIP stab down 0, VIM-2 inh -2.6, PHOSPHO1 inh -3, IDE cell activ -2, M18AAP inhibitor 6, NALP1 yeast inh 14, IMP-1 inh -2.1, GPR7 antag -2 and IDE inh 10.
Screening N#Cc1ccccc1Cn1c(=O)n(C2CCCC2)c(=O)c2ccccc21 returned p-CIP stab down -14, VIM-2 inh -0.4, PHOSPHO1 inh -12, IDE cell activ -2, M18AAP inhibitor -10, NALP1 yeast inh -6, IMP-1 inh -4.2, GPR7 antag -6 and IDE inh 3.
`S=C1NC(c2ccccc2)=NCN1c1ccccc1` gave p-CIP stab down 13, VIM-2 inh 0.3, PHOSPHO1 inh 20, IDE cell activ 5, M18AAP inhibitor 26, NALP1 yeast inh 8, IMP-1 inh -1.8, GPR7 antag -2 and IDE inh 0.
For COc1ccc(S(=O)(=O)N2CC(=O)Nc3ccccc32)cc1C the results were p-CIP stab down -13, VIM-2 inh -2.0, IDE cell activ 1, M18AAP inhibitor 4, NALP1 yeast inh 1, IMP-1 inh -3.2, GPR7 antag -19 and IDE inh 4.
For N#CC1=C2SCN(Cc3ccccc3)CN2C(=O)CC1c1ccc2c(c1)OCO2 (stereo not drawn) the results were p-CIP stab down -2, VIM-2 inh -0.2, PHOSPHO1 inh 63*, IDE cell activ 1, M18AAP inhibitor 25, NALP1 yeast inh 36, IMP-1 inh 0.7, GPR7 antag 3 and IDE inh 2.
For N#Cc1c(NC(=O)c2ccncc2)sc2c1CCC2 the results were p-CIP stab down -3, VIM-2 inh -2.2, PHOSPHO1 inh 31, IDE cell activ -3, M18AAP inhibitor 5, NALP1 yeast inh 38, IMP-1 inh -4.3, GPR7 antag -13 and IDE inh -4.
For CCOc1ccc(N(C(C)C(=O)NCc2ccco2)S(C)(=O)=O)cc1 (stereo not drawn) the results were p-CIP stab down 2, VIM-2 inh -1.4, PHOSPHO1 inh 1, IDE cell activ 7, M18AAP inhibitor 5, NALP1 yeast inh -6, IMP-1 inh -4.2, GPR7 antag -10 and IDE inh 1.
`Cc1ccc(/C=C(\C#N)C(=O)Nc2ccccn2)o1` gave p-CIP stab down -8, VIM-2 inh -1.0, PHOSPHO1 inh 24, IDE cell activ 0, M18AAP inhibitor -5, NALP1 yeast inh 11, IMP-1 inh 0.0, GPR7 antag 5 and IDE inh -2.
For CC(C)Cc1nc2n[nH]c(N)c2c2c1CCC2 the results were p-CIP stab down 1, VIM-2 inh -2.6, PHOSPHO1 inh 1, IDE cell activ -1, M18AAP inhibitor -11, NALP1 yeast inh 0, IMP-1 inh -3.2, GPR7 antag 3 and IDE inh -1.
O=C(O)CN(c1ccc2c(c1)OCCO2)S(=O)(=O)c1ccccc1 was read as p-CIP stab down 2, VIM-2 inh 3.2, PHOSPHO1 inh 4, IDE cell activ 3, M18AAP inhibitor 6, NALP1 yeast inh 32, IMP-1 inh -1.4, GPR7 antag -11 and IDE inh -3.
`COc1cccc(/C=C/C(=O)Nc2ccc3[nH]c(=O)[nH]c3c2)c1` gave p-CIP stab down -2, VIM-2 inh -3.8, PHOSPHO1 inh 47, IDE cell activ 1, M18AAP inhibitor 0, NALP1 yeast inh 20, IMP-1 inh -2.1, GPR7 antag -4 and IDE inh 12.
Screening O=C(NCCN1CCOCC1)c1cc(Sc2ccc(F)cc2F)nc2ccccc12 returned p-CIP stab down 2, VIM-2 inh -3.4, PHOSPHO1 inh 21, IDE cell activ 4, M18AAP inhibitor 3, NALP1 yeast inh -4, IMP-1 inh -1.4, GPR7 antag -18 and IDE inh 2.
Screening COc1ccc(/C=C/CN2CCC(n3nccc3NC(=O)C3CC3)CC2)cc1 returned p-CIP stab down -7, VIM-2 inh 0.0, PHOSPHO1 inh 20, IDE cell activ 2, M18AAP inhibitor -2, NALP1 yeast inh 10, IMP-1 inh -2.0, GPR7 antag -4 and IDE inh -5.
`CN(CCCNS(=O)(=O)c1cccc2cccnc12)Cc1ccccc1` gave p-CIP stab down -17, VIM-2 inh -0.9, PHOSPHO1 inh 5, IDE cell activ 0, M18AAP inhibitor -4, NALP1 yeast inh -20, IMP-1 inh -3.1, GPR7 antag 2 and IDE inh 4.
`Cn1c(SCC(=O)N2CCN(c3ccccc3)CC2)nnc1-c1ccco1` gave p-CIP stab down -14, VIM-2 inh -2.7, PHOSPHO1 inh 26, IDE cell activ 2, M18AAP inhibitor 6, NALP1 yeast inh 8, IMP-1 inh -2.9, GPR7 antag -7 and IDE inh 5.
`OCC1(CCOc2ccccc2)CCN(Cc2cccn2-c2ncccn2)CC1` gave p-CIP stab down 4, VIM-2 inh -2.3, PHOSPHO1 inh -3, IDE cell activ 9, M18AAP inhibitor -8, NALP1 yeast inh -4, IMP-1 inh -2.4, GPR7 antag 3 and IDE inh 6.
CC(=O)c1c(C)[nH]c(C(=O)NC2=NCCS2)c1C was read as p-CIP stab down -6, VIM-2 inh -2.0, PHOSPHO1 inh 23, IDE cell activ 1, M18AAP inhibitor -2, IMP-1 inh -2.8, GPR7 antag -3 and IDE inh 3.
Screening CC(NC(=O)c1c(F)cccc1Cl)c1ccc(-n2ccnc2)cc1 (stereo not drawn) returned p-CIP stab down 17, VIM-2 inh 1.6, PHOSPHO1 inh 14, IDE cell activ 2, M18AAP inhibitor 1, NALP1 yeast inh 8, IMP-1 inh -1.1, GPR7 antag 3 and IDE inh 5.
C/C(=N\NC(=O)c1ccc(NS(=O)(=O)c2cccs2)cc1)c1ccc(O)cc1O was read as p-CIP stab down 4, VIM-2 inh -1.6, PHOSPHO1 inh 24, IDE cell activ -7, M18AAP inhibitor -6, NALP1 yeast inh 11, IMP-1 inh -2.5, GPR7 antag 2 and IDE inh 6.

In the list so far, 3 have a furan ring, fused or not:
For CCOc1ccc(N(C(C)C(=O)NCc2ccco2)S(C)(=O)=O)cc1 (stereo not drawn) the results were p-CIP stab down 2, VIM-2 inh -1.4, PHOSPHO1 inh 1, IDE cell activ 7, M18AAP inhibitor 5, NALP1 yeast inh -6, IMP-1 inh -4.2, GPR7 antag -10 and IDE inh 1.
`Cc1ccc(/C=C(\C#N)C(=O)Nc2ccccn2)o1` gave p-CIP stab down -8, VIM-2 inh -1.0, PHOSPHO1 inh 24, IDE cell activ 0, M18AAP inhibitor -5, NALP1 yeast inh 11, IMP-1 inh 0.0, GPR7 antag 5 and IDE inh -2.
`Cn1c(SCC(=O)N2CCN(c3ccccc3)CC2)nnc1-c1ccco1` gave p-CIP stab down -14, VIM-2 inh -2.7, PHOSPHO1 inh 26, IDE cell activ 2, M18AAP inhibitor 6, NALP1 yeast inh 8, IMP-1 inh -2.9, GPR7 antag -7 and IDE inh 5.
